D2 PAM: HTS Assay for Positive Allosteric Modulators of the Human D2 Dopamine Receptor: Primary Screen for Potentiators; AID 485347, 2010; HEK293 T-REx D2, calcium flux, EC20 dopamine potentiation; 340,000 compounds, 0.34% hits; potentiation, % at 10 µM;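 active means potentiation over 3 SD above the plate norm, cut at about 30% in these data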; further: 0% is about no effect
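Calcium flux readout, no-wash dye, 1 read/s. Inducible HEK293 Trex D2 line, overnight 30 C. Compound alone 180 s (agonist flags), then EC20 dopamine, another 180 s to score potentiation.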
RXFP1 antag: qHTS Assay for Antagonists of the Relaxin Receptor RXFP1 | Relaxin receptor 1 (Homo sapiens), Q9HBX9 | HEK293-RXFP1, relaxin-stimulated cAMP HTRF, 30 min; active compounds read low | activity change, negative = inhibition, % at 57.5 µM | 350,000 compounds, 0.59% hits | AID 1259400, 2018;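 active means activity change of -60% or lower, but not beyond a set lower limit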; further: on the % scale 0 is the no-effect control and ±100 the full control effect
Target sequence (Q9HBX9 whole entry, looked up): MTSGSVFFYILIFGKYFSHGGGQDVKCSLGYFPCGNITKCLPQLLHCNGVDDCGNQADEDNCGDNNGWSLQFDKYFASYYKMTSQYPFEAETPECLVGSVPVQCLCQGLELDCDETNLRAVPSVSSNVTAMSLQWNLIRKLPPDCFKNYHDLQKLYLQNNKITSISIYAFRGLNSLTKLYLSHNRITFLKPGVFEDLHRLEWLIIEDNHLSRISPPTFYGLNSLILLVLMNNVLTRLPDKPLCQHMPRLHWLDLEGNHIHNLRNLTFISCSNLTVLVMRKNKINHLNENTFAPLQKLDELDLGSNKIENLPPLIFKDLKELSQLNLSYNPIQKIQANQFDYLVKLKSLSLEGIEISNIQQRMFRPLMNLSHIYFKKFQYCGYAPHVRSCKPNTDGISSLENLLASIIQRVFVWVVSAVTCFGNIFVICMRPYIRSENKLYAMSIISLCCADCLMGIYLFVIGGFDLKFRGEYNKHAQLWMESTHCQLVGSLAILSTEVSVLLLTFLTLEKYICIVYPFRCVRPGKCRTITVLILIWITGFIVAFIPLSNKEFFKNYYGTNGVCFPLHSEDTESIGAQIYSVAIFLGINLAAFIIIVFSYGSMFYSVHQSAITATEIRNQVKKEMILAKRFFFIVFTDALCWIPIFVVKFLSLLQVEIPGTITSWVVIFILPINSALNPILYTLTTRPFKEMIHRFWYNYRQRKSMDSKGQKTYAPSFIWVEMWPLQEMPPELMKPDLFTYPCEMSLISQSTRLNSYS
D1 ag: Allosteric Agonists of the Human D1 Dopamine Receptor: qHTS | AID 504660, 2011 | D(1A) dopamine receptor (Homo sapiens), P21728 | 360,000 compounds, 1% hits | HEK293 T-REx D1 cells, calcium flux, agonist mode | activation, % at 2 µM; further: 0% is about no effect
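Tetracycline-induced HEK293 TREx D1 cells, force-coupled to calcium signalling, were dye-loaded with a no-wash calcium kit. Compound was pin-added after a 10 s baseline. Fluorescence was read kinetically at 1 cycle/s for 180 s, with calcium rises flagged as agonism.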
D2 agonist: HTS Assay for Allosteric Agonists of the Human D2 Dopamine Receptor: Primary Screen for Agonists; activation, % at 2 µM; 340,000 compounds, 0.53% hits; D(2) dopamine receptor (Homo sapiens), P14416; HEK293 T-REx D2 cells, calcium flux agonist mode;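 active means activation over 3 SD above normal in the single-dose calcium agonist read, cut at about 30% in these data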; further: 0% is about no effect
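Calcium-flux readout, 1 cycle/sec over 180 s following compound pin transfer, in inducible HEK293 Trex D2 cells (force-coupled); dopamine controls included. Positive calcium responses during this window marked compounds as potential agonists.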
D1 antag: Antagonist of Human D 1 Dopamine Receptor: qHTS. 360,000 compounds, 3.2% hits. HEK293 TREx D1 cells, calcium flux, dopamine EC80; active compounds read low. AID 504652, 2011. D(1A) dopamine receptor (Homo sapiens), P21728. activity change, negative = inhibition, % at 10 µM; in the data active means activity change below about -30%; further: on the % scale 0 is the no-effect control and ±100 the full control effect
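Cells carrying a force-coupled, tetracycline-inducible human D1 receptor report calcium flux. Each well gets a 10 s baseline, compound with 180 s monitoring, then an EC80 dopamine stimulus with a second 180 s kinetic read.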
D1 potentiator: Potentiators of Human D1 Dopamine Receptor: qHTS; AID 504651, 2011; potentiation, % at 10 µM; 360,000 compounds, 0.036% hits; HEK293 TREx D1 cells, calcium flux, dopamine EC20 potentiation; D(1A) dopamine receptor (Homo sapiens), P21728; in the data active means potentiation above about 30%; further: 0% is about no effect
D2 antagonist: HTS Assay for Allosteric Antagonists of the Human D2 Dopamine Receptor: Primary Screen for Antagonists | HEK293 TREx D2 cells, calcium flux, dopamine EC80 | inhibition, % at 10 µM | 340,000 compounds, 2% hits; in the data active means inhibition above about 30%; further: 0% is about no effect
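Compounds are added to dye-loaded, induced HEK293 T-REx cells coupled to calcium release via D2; after a 3 min kinetic read an EC80 dopamine stimulus is given and fluorescence is recorded for 3 more min.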
TRHR agonist: qHTS for Small Molecule Agonists and Allosteric Enhancers of Human TRH Receptor: Primary Screen for Agonists; Thyrotropin-releasing hormone receptor (Homo sapiens), P34981; TRHR cells, calcium flux fluo-8, FDSS agonist mode; activation, % at 2 µM; 360,000 compounds, 0.18% hits; AID 493084, 2011; further: 0% is about no effect
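Read-out: compound-evoked intracellular calcium rise in TRHR cells, fluo-8 dye, kinetic FDSS fluorescence at 1 s/cycle following a 10-cycle baseline. Cells cultured overnight before dye loading (30 min–1.5 h, RT).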
TRHR PAM: qHTS for Small Molecule Agonists and Allosteric Enhancers of Human TRH Receptor: Primary Screen for Enhancers; Thyrotropin-releasing hormone receptor (Homo sapiens), P34981; TRHR cells, fluo-8 calcium fluorescence, EC20 TRH enhancement; enhancement, % at 2 µM; 360,000 compounds, 0.66% hits; in the data active means enhancement above about 30%; further: 0% is about no effect
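TRHR-expressing cells loaded with fluo-8 calcium dye were read kinetically (ex 480/em 530) during compound addition, then stimulated with an EC20 of TRH (10 nM final). Enhancement of the Gq-mediated intracellular calcium response was scored.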
Numbers without * were called inactive. Unless noted, no stated cut-off is given here; in the data, active means activation above about 30%; inactive means the rest.

O=C(N/N=C/c1ccc(F)c(F)c1)c1cccc(S(=O)(=O)N2CCCCC2)c1 was read as D2 PAM 5, RXFP1 antag -2, D1 ag 3, D2 agonist -0.2, D1 antag -5, D1 potentiator -1, D2 antagonist -20, TRHR agonist 0.9 and TRHR PAM 7.
`COc1nccc(C(F)(F)F)c1C(=O)NC(=O)Nc1c(C)cccc1C` gave D2 PAM -19, RXFP1 antag 9, D1 ag 1, D2 agonist 0.2, D1 antag 2, D1 potentiator 4, D2 antagonist -18, TRHR agonist 1.0 and TRHR PAM 11.
`CCOC(=O)Cc1csc(SCC(=O)Nc2oc(C)c3c(C)n[nH]c(=O)c23)n1` gave D2 PAM 4, RXFP1 antag 4, D1 ag -2, D2 agonist -0.4, D1 antag -14, D1 potentiator -2, D2 antagonist 20, TRHR agonist -0.4 and TRHR PAM 8.
CCNC(=O)C12CCC(C)(c3nc4cc(C)c(C)cc4nc31)C2(C)C (stereo not drawn) was read as D2 PAM 2, RXFP1 antag -7, D1 ag 0, D2 agonist -1.1, D1 antag -1, D1 potentiator -2, D2 antagonist -2, TRHR agonist -0.1 and TRHR PAM 3.
For CCN(CC)C(=O)Cn1cc(C(=O)C(=O)Nc2ccc3c(c2)OCCO3)c2ccccc21 the results were D2 PAM -11, RXFP1 antag 1, D1 ag 10, D2 agonist 2.0, D1 antag -15, D1 potentiator -5, D2 antagonist -34, TRHR agonist 0.2 and TRHR PAM 0.
Screening CCOc1ccc(C2c3c(oc4cc(C)c(C)cc4c3=O)C(=O)N2CCCN(C)C)cc1OC (stereo not drawn) returned RXFP1 antag -15, D1 ag 4, D1 antag 14, D1 potentiator -1, TRHR agonist 0.1 and TRHR PAM -6.
For c1csc(-c2noc(COc3ccc4c(c3)CCCC4)n2)c1 the results were D2 PAM 5, RXFP1 antag 5, D1 ag 27, D2 agonist -2.5, D1 antag -39*, D1 potentiator -2, D2 antagonist -18, TRHR agonist 0.0 and TRHR PAM 10.
`O=c1cc(-c2ccc(O)c(-c3c(O)cc(O)c4c(=O)cc(-c5ccc(O)cc5)oc34)c2)oc2cc(O)cc(O)c12` gave D2 PAM 10, D1 ag -1, D2 agonist -0.5, D1 antag 0, D1 potentiator -1, D2 antagonist -9, TRHR agonist -0.1 and TRHR PAM -4.
Screening Cc1ccc(S(=O)(=O)NC(C)(C)CSc2nnc(N)s2)cc1 returned D2 PAM 24, RXFP1 antag -3, D1 ag 1, D2 agonist 0.1, D1 antag -2, D1 potentiator -4, D2 antagonist -6, TRHR agonist 0.1 and TRHR PAM -6.
Oc1ccc(Cl)cc1C=Nc1ccc2c3c(cccc13)CC2 was read as D2 PAM 1, RXFP1 antag 1, D1 ag -1, D2 agonist 1.1, D1 antag -4, D1 potentiator -3, D2 antagonist 0, TRHR agonist -0.2 and TRHR PAM 0.
Screening Cc1cc(NC(=O)C(C)SCC(=O)Nc2ccccc2N2CCCC2)no1 (stereo not drawn) returned D2 PAM 9, D1 ag 1, D2 agonist 0.4, D1 antag -11, D1 potentiator 0, D2 antagonist -12, TRHR agonist -0.6 and TRHR PAM 9.
For CN(Cc1nc(-c2ccncc2)no1)S(=O)(=O)c1ccccc1 the results were D2 PAM 0, RXFP1 antag 6, D1 ag 3, D2 agonist 0.9, D1 antag 5, D1 potentiator 0, D2 antagonist 7, TRHR agonist -0.2 and TRHR PAM -4.
`Cc1noc(NS(=O)(=O)c2ccc(NC(=O)c3cc(=O)c4ccccc4o3)cc2)c1C` gave D2 PAM -6, RXFP1 antag 18, D1 ag 0, D2 agonist -0.2, D1 antag 6, D1 potentiator 4, D2 antagonist -3, TRHR agonist 0.0 and TRHR PAM 2.
`Cc1ccc(C(=O)Nc2ccc(Cc3ccncc3)cc2)cc1[N+](=O)[O-]` gave D2 PAM -11, D1 ag 10, D2 agonist -0.2, D1 antag -35*, D1 potentiator -6, D2 antagonist -41, TRHR agonist -1.6 and TRHR PAM 0.
`COc1ccc(/C=N/Nc2ncc(C(F)(F)F)cc2Cl)c(OC)c1OC` gave D2 PAM 1, RXFP1 antag -3, D1 ag 17, D2 agonist -2.1, D1 antag -11, D1 potentiator -4, D2 antagonist -9, TRHR agonist -0.4 and TRHR PAM -1.
Screening C/C(CC(=O)Nc1ccc(N(C)C)cc1)=N\NC(=O)c1ccccc1O returned D2 PAM 0, RXFP1 antag 0, D1 ag 1, D2 agonist 1.1, D1 antag -8, D1 potentiator -9, D2 antagonist 3, TRHR agonist 0.1 and TRHR PAM -3.
Screening CC(=O)c1cccc(NC(=O)C2COc3ccccc3O2)c1 (stereo not drawn) returned D2 PAM -5, RXFP1 antag 2, D1 ag 0, D2 agonist -0.3, D1 antag -7, D1 potentiator 2, D2 antagonist 0, TRHR agonist 0.1 and TRHR PAM -7.
`Cc1cc(NC(=O)CCC(=O)N(Cc2ccco2)C(C(=O)NC2CCCC2)c2ccccc2F)no1` (stereo not drawn) gave D2 PAM 2, RXFP1 antag 19, D1 ag -1, D2 agonist 0.9, D1 antag 0, D1 potentiator 2, D2 antagonist -20, TRHR agonist -0.4 and TRHR PAM 7.
Screening CC(C)(C)C(=O)Cn1ncc(N2CCOCC2)c(Cl)c1=O returned D2 PAM 14, RXFP1 antag 2, D1 ag 0, D2 agonist 2.8, D1 antag -1, D1 potentiator 2, D2 antagonist -16, TRHR agonist 1.7 and TRHR PAM 8.
For CC(=O)N1CCN(CC(O)COc2ccc(S(=O)(=O)N3CCOCC3)cc2)CC1 (stereo not drawn) the results were D2 PAM -2, RXFP1 antag 2, D1 ag 4, D2 agonist 0.0, D1 antag -9, D1 potentiator -7, D2 antagonist 3, TRHR agonist -2.9 and TRHR PAM 0.
CCOCCN1CCN(c2c(CC)c(C)nc3cc(-c4cc(OC)cc(OC)c4)nn23)CC1 was read as D2 PAM -5, RXFP1 antag 5, D1 ag 3, D2 agonist -0.9, D1 antag -27, D1 potentiator -5, D2 antagonist -24, TRHR agonist -0.7 and TRHR PAM 10.
Screening CN(Cc1ncc[nH]1)C(=O)c1cc(COc2c(F)cccc2F)on1 returned D2 PAM 3, RXFP1 antag -1, D1 ag 1, D2 agonist 1.9, D1 antag -1, D1 potentiator -5, D2 antagonist 4, TRHR agonist 0.5 and TRHR PAM 23.
`O=C(NCCCN1CCOCC1)c1cc2c(=O)[nH]c3ccccc3c2s1` gave D2 PAM 4, RXFP1 antag 9, D1 ag -2, D2 agonist -0.1, D1 antag 1, D1 potentiator -7, D2 antagonist 7, TRHR agonist 0.5 and TRHR PAM -4.
CCCCn1nnnc1SCC(=O)Nc1ccc2c(c1)OCCO2 was read as D2 PAM -5, RXFP1 antag 7, D1 ag 1, D2 agonist -0.4, D1 antag -3, D1 potentiator 1, D2 antagonist -9, TRHR agonist -0.6 and TRHR PAM 15.
Screening O=C(CCC(=O)c1cccs1)NCC(c1ccc(F)cc1)N1CCOCC1 (stereo not drawn) returned D2 PAM 11, RXFP1 antag -1, D1 ag 2, D2 agonist -0.6, D1 antag 0, D1 potentiator -7, D2 antagonist 16, TRHR agonist 0.5 and TRHR PAM 0.
For COc1cc(C)c(C)cc1S(=O)(=O)NC1CC(C)(C)NC(C)(C)C1 the results were D2 PAM 5, RXFP1 antag -12, D1 ag 4, D2 agonist 0.5, D1 antag 29, D1 potentiator -2, D2 antagonist 19, TRHR agonist -0.1 and TRHR PAM 7.
`CC(=O)c1cccc(NC(=O)c2ccc(S(=O)(=O)N3CC(C)OC(C)C3)cc2)c1` (stereo not drawn) gave D2 PAM 2, RXFP1 antag -6, D1 ag 0, D2 agonist 0.7, D1 antag -2, D1 potentiator 1, D2 antagonist 5, TRHR agonist 0.3 and TRHR PAM 19.
`CCc1cc2c3c(c1)C1(C(=O)N3C(C)(C)C=C2C)C(C#N)=C(N)Oc2[nH]c(=O)[nH]c(=O)c21` (stereo not drawn) gave D2 PAM -11, RXFP1 antag 5, D1 ag 11, D2 agonist -1.8, D1 antag -5, D1 potentiator 0, D2 antagonist 3, TRHR agonist -2.4 and TRHR PAM -10.
Screening CN(CC(=O)O)S(=O)(=O)/C=C/c1ccccc1 returned D2 PAM 1, RXFP1 antag 19, D1 ag 0, D2 agonist -0.1, D1 antag 5, D1 potentiator -1, D2 antagonist -4, TRHR agonist -0.2 and TRHR PAM 9.
`COc1ccc(C(=O)O)cc1S(=O)(=O)Nc1ccc(C)cc1` gave D2 PAM 4, RXFP1 antag 2, D1 ag 3, D2 agonist -0.5, D1 antag -70*, D1 potentiator -10, D2 antagonist 2, TRHR agonist -0.8 and TRHR PAM 4.
`Cc1cccc(NS(=O)(=O)c2c(C)[nH]c(C)c2C(=O)N2CCCC2)c1` gave D2 PAM 6, RXFP1 antag 15, D1 ag 4, D2 agonist 1.3, D1 antag -4, D1 potentiator -13, D2 antagonist 2, TRHR agonist -0.3 and TRHR PAM -7.
Screening CCN(C(=O)Cn1nc(C)c([N+](=O)[O-])c1C)c1c(N)n(Cc2ccccc2)c(=O)[nH]c1=O returned D2 PAM -1, RXFP1 antag 4, D1 ag 1, D2 agonist 0.5, D1 antag 6, D1 potentiator -3, D2 antagonist -12, TRHR agonist 0.1 and TRHR PAM 1.
COc1ccc(C(=O)CSc2cc(C)[nH]c(=O)n2)cc1 was read as D2 PAM 16, RXFP1 antag -1, D1 ag 1, D2 agonist 0.4, D1 antag 7, D1 potentiator -1, D2 antagonist -4, TRHR agonist 1.2 and TRHR PAM 5.
O=C(Nc1ccc(N2CCOCC2)c(Cl)c1)c1cccnc1Cl was read as D2 PAM 7, RXFP1 antag 10, D1 ag 2, D2 agonist -0.4, D1 antag 5, D1 potentiator 0, D2 antagonist -24, TRHR agonist -0.3 and TRHR PAM -8.

Sorted by heavy-atom count (low to high): 3 of the compounds above.
`COc1ccc(C(=O)O)cc1S(=O)(=O)Nc1ccc(C)cc1` gave D2 PAM 4, RXFP1 antag 2, D1 ag 3, D2 agonist -0.5, D1 antag -70*, D1 potentiator -10, D2 antagonist 2, TRHR agonist -0.8 and TRHR PAM 4.
`Cc1cccc(NS(=O)(=O)c2c(C)[nH]c(C)c2C(=O)N2CCCC2)c1` gave D2 PAM 6, RXFP1 antag 15, D1 ag 4, D2 agonist 1.3, D1 antag -4, D1 potentiator -13, D2 antagonist 2, TRHR agonist -0.3 and TRHR PAM -7.
Screening CCN(C(=O)Cn1nc(C)c([N+](=O)[O-])c1C)c1c(N)n(Cc2ccccc2)c(=O)[nH]c1=O returned D2 PAM -1, RXFP1 antag 4, D1 ag 1, D2 agonist 0.5, D1 antag 6, D1 potentiator -3, D2 antagonist -12, TRHR agonist 0.1 and TRHR PAM 1.
